# AMA1-RON2 inh = inhibitors of Plasmodium falciparum AMA1-RON2 interaction | AlphaScreen AMA1-biotinylated RON2 peptide binding | Potency, µM (doses to about 58.2 µM), without a hit: top-dose activity change, negative = inhibition, actives largely listed as inhibitors | actives 0.2% (n = 360,000);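 further: potency means the concentration at half of the fitted maximal effect; 0% = vehicle wells and -100% = peptide control; nearly all actives have a fitted effect of over 45% in size; some results filed as inactive show a strong effect at the top dose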
#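 AMA1 (3D7) with his tag at 25 nM final met compounds first, then biotinylated RON2 peptide at 25 nM; detection used donor plus acceptor beads, 10 µg/mL apiece, read by AlphaScreen after 30 min at room temperature.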
# Sm TGR block = S. mansoni TGR enzyme inhibition; Q962Y6; purified TGR, DTNB reduction, TNB absorbance 405 nm; Potency, µM (top dose mostly 114 µM), for inactives: at the top dose activity change, negative = inhibition, hits mostly inhibitors; actives 3% (n = 360,000); AID 485364; further: potency means the concentration at half of the fitted maximal effect; nearly all actives have a fitted effect of over 60% in size
#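 Kinetic colorimetric format: TGR-catalysed, NADPH-driven DTNB reduction monitored via TNB absorbance. Enzyme dispensed at 20 nM; compound exposure 15 min at room temperature before reaction start.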
# HCMV antiviral = inhibitors of human cytomegalovirus. HFF cells, HCMV-luciferase reporter, 72 h; hits give low values. activity change, negative = inhibition, % at 57.5 µM. actives 4.5% (n = 410,000). AID 1259415; in the data active means activity change below about -60%; inconclusive means no clear call, values can overlap the other calls; inactive means above about -39%
#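 Two compound doses tested in HFFs infected with HCMV-luciferase, MOI 1 PFU/cell, 72 h at 37C. Lysate luminescence read with OneGlo; data normalized against buffer-only and 10uM Salinomycin inhibitor controls.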
# Tb PYK inh = blocks Trypanosoma brucei pyruvate kinase | Q57TT1 | AID 624173 | Potency, µM (doses to about 76.8 µM), for inactives: at the highest dose activity, negative = inhibition, most hits filed as inhibitors | TbPYK enzyme, Kinase-Glo Plus ATP luminescence, 45 min | actives 0.12% (n = 410,000); further: potency means the concentration at half of the fitted maximal effect; nearly all actives have a fitted effect of over 50% in size
#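 Screened from lowest to highest concentration, compounds were pinned into TbPYK/substrate mixtures, and ADP (130 uM final) was added. Plates sat at room temperature for 45 min prior to Kinase-Glo Plus detection by luminescence.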
# LmPK inh = blocks Leishmania mexicana pyruvate kinase activity; Q27686; purified LmPK, Kinase-Glo ATP luminescence, 1 h; Potency, µM (titrated, usually from 57.5 µM), for the others: at the top dose activity change, negative = inhibition, actives largely listed as inhibitors; actives 0.37% (n = 290,000); AID 1721; further: potency means the concentration at half of the fitted maximal effect
# Target sequence (Q27686 whole entry, looked up): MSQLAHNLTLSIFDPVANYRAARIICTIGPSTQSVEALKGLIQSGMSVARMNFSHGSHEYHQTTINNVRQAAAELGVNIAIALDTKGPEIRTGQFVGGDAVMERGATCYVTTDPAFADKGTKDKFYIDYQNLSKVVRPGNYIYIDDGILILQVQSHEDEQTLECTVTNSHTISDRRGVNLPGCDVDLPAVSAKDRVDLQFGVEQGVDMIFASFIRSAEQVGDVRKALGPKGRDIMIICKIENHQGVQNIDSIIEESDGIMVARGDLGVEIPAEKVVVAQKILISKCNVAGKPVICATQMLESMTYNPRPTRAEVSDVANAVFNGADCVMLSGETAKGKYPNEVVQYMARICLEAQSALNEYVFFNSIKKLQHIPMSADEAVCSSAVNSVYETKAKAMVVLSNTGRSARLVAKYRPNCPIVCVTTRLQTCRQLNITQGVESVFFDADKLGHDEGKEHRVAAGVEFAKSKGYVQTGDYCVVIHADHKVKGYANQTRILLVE
#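 0.1 nM LmPK, 0.5 mM PEP, 0.1 mM ADP; 50 mM imidazole pH 7.2, 7 mM MgCl2, 50 mM KCl; 1 h RT. Kinase-Glo luminescence readout, normalized to no-enzyme (full inhibition) and uninhibited wells.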
# AmpC inh no detg = inhibitors of E. coli AmpC beta-lactamase without detergent; P00811; AmpC nitrocefin hydrolysis, absorbance 480 nm, 0.0001% Triton; Potency, µM (top dose mostly 57.1 µM), for inactives: at the top dose activity change, negative = inhibition, actives largely listed as inhibitors; actives 0.52% (n = 330,000);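 further: potency means the concentration at half of the fitted maximal effect; plate controls were no compound for no effect and no enzyme for full effect; nearly all actives have a fitted effect of over 20% in size; some results filed as inactive show a strong effect at the top dose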
# Target sequence (P00811 whole entry, looked up): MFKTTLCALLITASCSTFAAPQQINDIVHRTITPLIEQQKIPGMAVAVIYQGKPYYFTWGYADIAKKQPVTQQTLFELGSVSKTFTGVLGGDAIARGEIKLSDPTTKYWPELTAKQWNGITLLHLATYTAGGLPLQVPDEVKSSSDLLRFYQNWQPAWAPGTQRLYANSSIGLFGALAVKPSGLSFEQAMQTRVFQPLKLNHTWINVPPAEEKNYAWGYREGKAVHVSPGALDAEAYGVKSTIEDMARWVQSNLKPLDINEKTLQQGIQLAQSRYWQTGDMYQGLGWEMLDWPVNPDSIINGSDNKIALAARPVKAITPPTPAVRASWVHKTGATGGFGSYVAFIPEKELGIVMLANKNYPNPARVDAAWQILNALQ
#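 AmpC (5.3 nM in the dispensed reagent) in 20 mM phosphate pH 7.0 with 0.01% (detergent screen) or 0.0001% Triton X-100 was preincubated with compounds for 15 min at room temperature. Nitrocefin was then added from an 800 uM solution, and hydrolysis was followed at 480 nm.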
# AmpC inh detg = inhibitors of E. coli AmpC beta-lactamase with detergent. P00811. AmpC hydrolysis of nitrocefin, absorbance 480 nm, 0.01% Triton. actives 0.041% (n = 370,000). Potency, µM (series often up to 114 µM), for inactives: at the highest dose activity change, negative = inhibition, most hits filed as inhibitors;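 further: potency means the concentration at half of the fitted maximal effect; 0% = no-compound wells and -100% = no-enzyme wells; nearly all actives have a fitted effect of over 25% in size; some results filed as inactive show a strong effect at the top dose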
#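 20 mM phosphate pH 7.0 + 0.01% (detergent screen) or 0.0001% Triton X-100; 5.3 nM AmpC reagent; cpd preinc 15 min RT; nitrocefin (800 uM stock) to start; A480 q20 s × 4 min; Activity was normalised to no-enzyme and no-compound control wells.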
# Starred values were filed as active, the others as inactive; ? = inconclusive; nt = no result given; [ ] = remark or other dose. Unless noted, the call rests on the fitted dose curve; in most records, active means well fitted curve in the direction sought with a large enough effect; inconclusive means small, poorly fitted or top-dose-only effect, or another doubt; inactive means no such curve, though single readings can be large; an effect the other way counts as inactive or inconclusive. Unless noted, on the % scale 0 is the no-effect control and ±100 the full control effect.
SMILES,AMA1-RON2 inh,Sm TGR block,HCMV antiviral,Tb PYK inh,LmPK inh,AmpC inh no detg,AmpC inh detg
COc1ccc(NC(=O)c2c(NCc3sccc3C)sc3c2CCCCC3)c(OC)c1,nt,13µM*,-7,?,nt,nt,2%
COc1cc([N+](=O)[O-])ccc1NC(=O)CCS(=O)(=O)c1ccc2c(c1)n(C)c(=O)c(=O)n2C,-9%,-4%,?,5%,-5%,-6%,-3%
O=S1(=O)CC(N2CCN(CCO)CC2)CN1C1CCCC1 (stereo not given),0%,nt,-27,-4%,nt,nt,nt
Cc1ccc(N(C)C(=O)Cn2ncc3c([nH]c4ccccc43)c2=O)cc1C,nt,-1%,27,-2%,nt,nt,6%
O=C(CSc1nc2ccccc2[nH]1)N1c2ccccc2Sc2ccccc21,-7%,-7%,?,-6%,2%,-15%,?
CCC(=O)OC(Cc1ccccc1)(c1ccccc1)[C@H](C)CN(C)C (stereo not given in full),10%,nt,?,0%,nt,-1%,nt
O=C(Nc1cccc(Cl)c1Cl)c1cc2nc(-c3ccc(Cl)cc3)cc(C(F)(F)F)n2n1,nt,-1%,6,1%,nt,nt,-1%
Cc1cccc(OCC(=O)Nc2ccncc2)c1,-7%,nt,-27,-10%,nt,nt,nt
COC(=O)c1c(NC(=O)Cc2cccs2)sc(C(=O)NC2CCCCC2)c1C,3%,nt,49,-11%,nt,nt,nt
O=C(C1CCN(S(=O)(=O)c2cccs2)CC1)N1CCCCC1,6%,1%,-37,1%,-8%,0%,6%
CC1=C(C(=O)OCC2CCCCC2)C(c2cccc(F)c2F)CC(=O)N1 (stereo not given),nt,5%,-37,5%,nt,nt,10%
Cc1cccc(C)c1NC(=O)COC(=O)C1CC(=O)N(Cc2ccccc2)C1 (stereo not given),-3%,7%,39,1%,4%,-22%,2%
CCOC(=O)C1C(=O)NC(N2CCCCC2)=NC1C(C)C (stereo not given),-2%,4%,1,-16%,-4%,-6%,2%
Cc1ccccc1OCC(O)CNC1CCCC1 (stereo not given),-4%,2%,59,2%,1%,-14%,-5%
CN(C(=O)COC(=O)C1CCN(S(=O)(=O)c2ccc(Cl)cc2)CC1)C1CCS(=O)(=O)C1 (stereo not given),0%,nt,18,-3%,nt,-15%,nt
COc1cc(/C=C(\C#N)c2nc3ccccc3[nH]2)ccc1O,7%,-27%,44,0%,-7%,-22%,4%
Fc1ccc(NC(=S)N2CCN(c3ncccn3)CC2)cc1,-1%,0%,-25,-4%,1%,-25%,3%
CN1C(=O)N(CC(=O)Nc2ccc(C(F)(F)F)cc2)C(=O)C12CCCCC2,15%,-6%,-11,-12%,nt,-3%,?
Cc1ccccc1NC(=O)C(C)O/N=C/c1cccc([N+](=O)[O-])c1 (stereo not given),-8%,4%,36,1%,4%,-7%,0%
CCN(CC)C(=O)c1sc(NC(=O)c2ccc3c(c2)OCO3)c(C(N)=O)c1C,-22%,-3%,26,-7%,-8%,-17%,-3%
COc1ccc(C2c3c(oc4ccc(C)cc4c3=O)C(=O)N2c2cc(C)ccn2)cc1OC (stereo not given),nt,1%,nt,nt,-4%,-6%,-1%
O=c1c([N+](=O)[O-])c(N2CCCCC2)c2ccccc2n1-c1ccccc1,-11%,1%,nt,-1%,2%,-6%,0%
COc1ccc(C2CC(c3c(O)cc(C)oc3=O)=NCCS2)c(OC)c1 (stereo not given),4%,?,nt,-1%,-5%,32%,?
CCN1CCN(CCNC(=O)CS(=O)(=O)Cc2nc(-c3ccc(C)cc3)oc2C)CC1,1%,?,28,3%,10%,30%,?
O=S(=O)(c1ccc(SCc2ccc(Br)cc2)nc1)N1CCCCC1,9%,1%,-11,-9%,nt,-24%,0%
Cc1ccnc(SCc2cc(=O)c(OC(=O)c3ccc(S(=O)(=O)N4CCCC4)cc3)co2)n1,1%,-14%,?,-8%,-11%,39%,-4%
COc1ccc(-c2csc(-n3ncc(-c4ccccn4)c3N)n2)cc1,6%,0%,82,-4%,-2%,-16%,2%
CCc1ccc(S(=O)(=O)NCc2cccn2Cc2cccc(C)c2)cc1,nt,-5%,9,-4%,nt,nt,-3%
CC1CN(S(=O)(=O)c2cccc(C(=O)N(Cc3nnc(-c4ccccc4Cl)o3)C3CC3)c2)CC(C)O1 (stereo not given),84%[activator],-1%,-19,2%,nt,197%[activator],-14%
CCOC1=C2CN(S(=O)(=O)c3ccc(C)cc3)[C@H](c3ccc(CC)cc3)C[C@@H]2N(S(=O)(=O)c2ccc(C)cc2)[C@H](c2ccccc2)C1,0%,nt,-73*,8%,nt,nt,nt
CC(Cc1ccccc1)C(=O)NCc1nc2ccccc2s1 (stereo not given),32%,-16%,4,-3%,1%,5%,?
COc1ccc(S(=O)(=O)Nc2cc(Sc3ncn[nH]3)c(O)c3ccccc23)cc1,nt,0.5µM*,-78*,nt,3.2µM*,-28%,-5%
COc1cccc(NC(=O)CN2C(=O)CSc3ccc(S(=O)(=O)N4CCCCC4)cc32)c1,-18%,9%,-27,-1%,1%,-32%,4%
COCOCCn1cc(CN2CCS(=O)(=O)N(Cc3ccc(-c4ccncc4)cc3)C(CC(C)C)C2=O)nn1 (stereo not given),21%,nt,9,4%,nt,nt,nt
CC(C)Cc1oc(C(=O)O)cc1CN,-7%,0%,-32,14%,3%,-10%,9%
CCCC1=NN(C(=O)Cc2ccc([N+](=O)[O-])cc2)C(O)(C(F)(F)F)C1 (stereo not given),30%,3%,3,-7%,-5%[11.5 µM],-19%,4%
CN1CCN(c2nc3c(S(=O)(=O)c4ccc(Br)cc4)nnn3c3ccsc23)CC1,nt,1%,63,4%,nt,nt,21%
CCC(=O)Nc1cccc(SC)c1,21%,-1%,-6,1%,1%,-17%,-5%
COc1ccc(Nc2ccc(Cl)nn2)cc1,-5%,4%,-17,5%,-3%,-19%,-16%
CSc1ccccc1NC(=O)c1cc(-c2ccco2)on1,-6%,4%,-20,-5%,-1%,-24%,-15%

# Continued; the last 5 above are carried over.
SMILES,AMA1-RON2 inh,Sm TGR block,HCMV antiviral,Tb PYK inh,LmPK inh,AmpC inh no detg,AmpC inh detg
CCCC1=NN(C(=O)Cc2ccc([N+](=O)[O-])cc2)C(O)(C(F)(F)F)C1 (stereo not given),30%,3%,3,-7%,-5%[11.5 µM],-19%,4%
CN1CCN(c2nc3c(S(=O)(=O)c4ccc(Br)cc4)nnn3c3ccsc23)CC1,nt,1%,63,4%,nt,nt,21%
CCC(=O)Nc1cccc(SC)c1,21%,-1%,-6,1%,1%,-17%,-5%
COc1ccc(Nc2ccc(Cl)nn2)cc1,-5%,4%,-17,5%,-3%,-19%,-16%
CSc1ccccc1NC(=O)c1cc(-c2ccco2)on1,-6%,4%,-20,-5%,-1%,-24%,-15%
COc1ccccc1-c1cc(C(=O)N/N=C/C=C/c2ccccc2[N+](=O)[O-])c2ccccc2n1,102%[activator],-17%,4,2%,-3%,-12%,-1%
Cc1cc(SCC(=O)N2CCN(C(=O)c3ccco3)CC2)c(C)cc1Br,-2%,?,-12,2%,nt,205%[activator],8%
COc1ccc(CCNC(=O)c2cc(=O)c3cc(C)ccc3o2)cc1OC,-8%,12%,?,-11%,-7%,36%,-12%
Cc1cccc(-c2nc(C)cc(=O)[nH]2)c1,3%,1%,30,-5%,-12%,-9%,4%
O=C(CSc1nncn1-c1ccccc1)Nc1cccc(S(=O)(=O)N2CCCCC2)c1,nt,-6%,19,nt,0%,-5%,-3%
CC(C)(C)C1COc2ccccc2N1C(=O)c1ccccc1Cl (stereo not given),-1%,2%,?,-6%,8%,-6%,-11%
O=C(O)c1cc([N+](=O)[O-])ccc1NCc1ccccn1,75%[activator],-27%,-18,-4%,nt,-12%,1%
O=C(CCSc1ccccc1)NNC(=O)c1ccccc1F,115%[activator],?,-20,-13%,nt,-12%,3%
Cc1cc2c(c(=O)n1Cc1ccccc1)C1O[C@](c3ccsc3)(Cc3ccccc31)O2,nt,-33%[22.9 µM],nt,nt,-3%[11.5 µM],-42%[11.4 µM],?
CN1CC(=O)N(CC(=O)N2CCC(Cc3ccccc3)CC2)C1=O,-1%,23%,0,3%,0%,50%,1%
COc1ccc(-c2nn(-c3ccccc3)cc2CO)cc1,-1%,2%,3,1%,5%,-17%,2%
CC(C)OC(=O)Nc1ccc(-c2ccc(NC(=O)OC(C)C)cc2Cl)c(Cl)c1,-1%,6%,-18,-4%,5%,-14%,-11%
CCCN(CCO)CCCc1ccccc1,1%,-6%,54,16%,-8%,0%,-12%
O=C(CSc1ccc2nnc(-c3ccccn3)n2n1)Nc1ccc2c(c1)OCCO2,5%,9%,36,2%,1%,-19%,-17%
CCOCCc1nn2c(=O)cc(COC(=O)c3ccc(NC(=O)C(C)(C)C)cc3)nc2s1,nt,-1%,2,3%,nt,nt,-6%
Cc1ccc(C)c(CN2CCCN(Cc3ccccc3C)S2(=O)=O)c1,nt,16%,?,-7%[15.4 µM],nt,nt,16%
COCCCNC(=O)/C=C/c1ccc(Cl)cc1Cl,-3%,11%,26,0%,-1%,7%,-1%
COCCn1c(C)cc(C(=O)CSc2nc3ccccc3o2)c1C,-2%,-6%,-18,-6%,-5%,0%,-4%
O=C(Cn1c(=O)oc2ccccc21)Nc1ccc(C(=O)O)cc1,nt,4%,-18,5%,nt,nt,20%
CCN1C[C@@H]2[C@@H]3C(=O)N(C)C(=O)[C@@H]3[C@](CC)(C(=O)OC)N2C1=NCc1ccccc1,-11%,nt,-12,1%,nt,nt,nt
Cc1ccc2occ(-c3cc(-c4ccc(F)cc4)nc4c3COc3ccc(F)cc3-4)c(=O)c2c1,nt,-11%,11,-3%,nt,nt,-2%
CCOC(=O)C1CCCN(C(=O)c2cc(COc3ccc(C)nc3)on2)C1 (stereo not given),-9%,?,58,-6%,-7%,48%,-2%
COc1ccc(-n2nc(C(=O)NCC(=O)N3CCC(C(N)=O)CC3)c3ccccc3c2=O)cc1,8%,-3%,13,-1%,-4%,7%,?
CN=C1SC(CC(=O)Nc2ccccc2F)C(=O)N1C (stereo not given),31%[activator],1%,-39,-1%,2%,-1%,-14%
CC(C)CNc1nc(NC(C)(C)C)nc(Oc2ccc(=O)[nH]n2)n1,-5%,10%,-9,-2%,-1%,-7%,?

# High-throughput results as filed in PubChem.
